FLuc modulator = inhibits or activates purified firefly luciferase, miR-21 counter-screen; P08659; purified FLuc, Km substrates, luminescence inhibition; Potency, µM (highest dose often 57.5 µM), inactives show top-dose activity change, negative = inhibition, hits mostly inhibitors; 360,000 tested, 6.9% active; AID 588342; active = well fitted inhibition curve with a large enough effect; inconclusive = small, poorly fitted or top-dose-only effect;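 note: plate controls were vehicle for no effect and reference inhibitor for full effect; nearly all actives have a fitted effect of over 55% in size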
Target sequence (P08659 whole entry, looked up): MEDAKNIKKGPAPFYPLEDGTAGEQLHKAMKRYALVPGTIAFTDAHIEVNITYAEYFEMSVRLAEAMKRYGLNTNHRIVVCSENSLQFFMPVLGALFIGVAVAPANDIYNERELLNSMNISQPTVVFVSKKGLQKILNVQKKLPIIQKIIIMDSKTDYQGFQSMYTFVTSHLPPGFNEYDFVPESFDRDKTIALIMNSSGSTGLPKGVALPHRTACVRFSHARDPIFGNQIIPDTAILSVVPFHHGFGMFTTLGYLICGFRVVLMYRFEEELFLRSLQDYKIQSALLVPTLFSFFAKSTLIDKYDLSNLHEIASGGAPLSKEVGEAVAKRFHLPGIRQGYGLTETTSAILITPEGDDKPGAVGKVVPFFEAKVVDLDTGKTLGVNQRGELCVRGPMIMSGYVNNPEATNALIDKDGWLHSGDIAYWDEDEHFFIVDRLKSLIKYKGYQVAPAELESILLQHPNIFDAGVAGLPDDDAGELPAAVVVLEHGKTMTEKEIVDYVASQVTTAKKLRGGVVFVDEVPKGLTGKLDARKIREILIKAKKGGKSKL
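Purified P. pyralis luciferase (10nM final) with 10uM D-luciferin and 10uM ATP (Km levels) in 50mM Tris acetate pH 7.5, 10mM Mg acetate, 0.01% Tween-20, 0.05% BSA; qHTS 6-point titration, ~60 µM downward; luminescence read.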
Active calls of the source: *. Potency is the fitted concentration of half-maximal effect.

For CSc1cccc(NC(=O)c2ccc3c(c2)c(C)c(C)n3Cc2ccc(F)cc2)c1 the results were FLuc modulator -9%.
Screening O=C(NCc1ccc(F)cc1)c1cccc(N2CCCS2(=O)=O)c1 returned FLuc modulator 3%.
`CC(=O)N1c2nc(C(C)C)nn2C2(CCCCC2)[C@@H]2CCCC[C@@H]21` gave FLuc modulator 4%.
CCOc1ccccc1NC(=O)CN1C(=O)C2(SCC(=O)N2c2cccc(F)c2)c2ccccc21 (centres undefined) was read as FLuc modulator 5%.
Screening CCN(CC)CCNC(=O)c1ccc(Cn2c(SCc3ccccc3)nc3cccnc32)cc1 returned FLuc modulator 13µM*.
CCOC(=O)N1CCc2c(sc3c2c(=O)n(-c2ccc(CC)cc2)c(=O)n3Cc2cccc(OC)c2)C1 was read as FLuc modulator -1%.
`CC(=O)c1cccc(S(=O)(=O)NCCc2csc3nc(-c4ccc(F)cc4)nn23)c1` gave FLuc modulator -14%.
`CCc1ccc(-c2nc(CN3CCCC(C(=O)NCc4ccc(C)cc4)C3)c(C)o2)cc1` (centres undefined) gave FLuc modulator -2%.
Screening O=C(NC1CC(=O)N(c2cccc(F)c2)C1)C1CCCC1 (centres undefined) returned FLuc modulator 3%.
Screening CN(C)c1ccc(C(CNC(=O)c2ccc(C(C)(C)C)cc2)N2CCCC2)cc1 (centres undefined) returned FLuc modulator 4%.
`CCS(=O)(=O)N1CCC2(CC1)OC(=O)C(C)=C2C(=O)NCc1ccc(OC)c(OC)c1` gave FLuc modulator 2%.
`Cc1nn2c(=O)cc(COC(=O)Cc3ccccc3)nc2s1` gave FLuc modulator 0%.
For CC(C)c1ccc(NC(=O)CSC2=Nc3ccccc3C3=NC(CC(=O)NCc4cccs4)C(=O)N23)cc1 (centres undefined) the results were FLuc modulator -9%.
CCc1ccc(S(=O)(=O)c2nnn3c2nc(N(CC)Cc2ccccc2)c2cc(Cl)ccc23)cc1 was read as FLuc modulator -6%.
`COc1ccc(S(=O)(=O)c2cn(Cc3ccccc3)c3ccc(OC)cc3c2=O)cc1` gave FLuc modulator -6%.
`COc1ccccc1C(=O)N(c1ccc(C)cc1)S(=O)(=O)c1ccc(Cl)cc1` gave FLuc modulator 5%.
Screening CCCCNC(=O)CCn1c(=O)c2cccn2c2cccnc21 returned FLuc modulator -1%.
For Cc1cccc(NC(=O)N2CCC(N3CCN(Cc4ccccc4)C(=O)C3=O)CC2)c1C the results were FLuc modulator 4%.
Cc1ccc(CCNC(=O)c2ccc(CS(=O)(=O)c3ccc(Br)cc3)o2)cc1 was read as FLuc modulator 1%.
`Cc1ccc(C)c(N2CCN(C(=O)C3CCCN(S(=O)(=O)c4cccc5nsnc45)C3)CC2)c1` (centres undefined) gave FLuc modulator -2%.
`CN1C(=O)C2CCCCN2c2ccc(C(=O)NCc3ccccc3Br)cc21` (centres undefined) gave FLuc modulator -9%.
CCOc1ccc2c(c1)c(=O)c(C(=O)c1ccc3c(c1)OCO3)cn2Cc1ccc(F)cc1 was read as FLuc modulator 2%.
Cc1ccccc1CN1C(=O)c2ccccc2Sc2ccc(C(=O)NCc3ccccc3)cc21 was read as FLuc modulator -9%.
CCOC(=O)CNC(=O)CC(c1cc(OC)c(OC)c(OC)c1)N1Cc2ccccc2C1=O (centres undefined) was read as FLuc modulator 5%.

Quoted from the entries so far, 7 compounds:
For CSc1cccc(NC(=O)c2ccc3c(c2)c(C)c(C)n3Cc2ccc(F)cc2)c1 the results were FLuc modulator -9%.
Screening O=C(NCc1ccc(F)cc1)c1cccc(N2CCCS2(=O)=O)c1 returned FLuc modulator 3%.
`CC(=O)N1c2nc(C(C)C)nn2C2(CCCCC2)[C@@H]2CCCC[C@@H]21` gave FLuc modulator 4%.
CCOc1ccccc1NC(=O)CN1C(=O)C2(SCC(=O)N2c2cccc(F)c2)c2ccccc21 (centres undefined) was read as FLuc modulator 5%.
Screening CCN(CC)CCNC(=O)c1ccc(Cn2c(SCc3ccccc3)nc3cccnc32)cc1 returned FLuc modulator 13µM*.
CCOC(=O)N1CCc2c(sc3c2c(=O)n(-c2ccc(CC)cc2)c(=O)n3Cc2cccc(OC)c2)C1 was read as FLuc modulator -1%.
`CC(=O)c1cccc(S(=O)(=O)NCCc2csc3nc(-c4ccc(F)cc4)nn23)c1` gave FLuc modulator -14%.

Going on with the list.
For CCOC(=O)c1cc(-c2ccccc2)n(CCCC(=O)Nc2ccc(C(C)C)cc2)c1C the results were FLuc modulator 5%.
CCCOc1ccc(-c2nc3ccc(Br)cc3c(=O)o2)cc1 was read as FLuc modulator inconclusive.
Screening Cc1cccc(NC(=O)Cn2nc(-c3ccccc3)c3cnc4ccccc4c32)c1 returned FLuc modulator 0%.
For Cc1ccc2c(c1)c1c(c(=O)n(-c3ccccc3)c(=O)n1CC(=O)c1ccc(Cl)cc1)n2C the results were FLuc modulator -3%.
For CCCN(CCC)CCNC(=O)CS(=O)Cc1nc(-c2ccc(OC)c(OC)c2)oc1C (centres undefined) the results were FLuc modulator 0%.
CC1=C(C(N)=O)C(c2ccccc2Br)n2ncnc2N1 (centres undefined) was read as FLuc modulator -1%.
`COc1cc(NC(=O)c2cc(C3CC3)nc3c2c(C)nn3-c2ccc(C)cc2)cc(OC)c1` gave FLuc modulator -6%.
COc1ccc(CCNC(=O)c2cnc3ccc(C)cn3c2=O)cc1OC was read as FLuc modulator -2%.
COCCNc1oc(-c2ccccc2)nc1S(=O)(=O)c1ccc(Br)cc1 was read as FLuc modulator 3%.
Screening Cc1cc(SCC(=O)Nc2ccc(Cl)cc2)nc2ccccc12 returned FLuc modulator -2%.
`COc1ccccc1OCCCSc1nc(-c2ccc(C(C)(C)C)cc2)nc2cc(=O)[nH]n12` gave FLuc modulator inconclusive.
Cc1ccc(C)c(N2CCN(S(=O)(=O)c3ccc(C(=O)N(C)C)s3)CC2)c1 was read as FLuc modulator 2%.
Screening Cc1ccc(C(=O)c2sc(Nc3ccccc3)c(S(=O)(=O)c3ccccc3)c2N)c(C)c1 returned FLuc modulator 2%.
Screening CCOc1ccc(CCNC(=O)Cn2nnc(-c3ccccc3Cl)n2)cc1OCC returned FLuc modulator -1%.
Screening COc1ccc(OC)c(/C=C/c2nc3ccccc3c(=O)n2-c2ccc(F)c(Cl)c2)c1 returned FLuc modulator 4%.
Screening CCCCOc1ccc(C(=O)NCCc2csc(-c3cccc(F)c3)n2)cc1 returned FLuc modulator inconclusive.
N#Cc1ccccc1NS(=O)(=O)c1ccc(N2CCCCS2(=O)=O)cc1 was read as FLuc modulator -5%.
For CCOc1ccccc1NC(=O)CCNS(=O)(=O)c1ccc2c(c1)CCN2C(=O)C1CC1 the results were FLuc modulator -9%.
Screening COc1ccc2c(c1)CC(C(=O)Nc1c(C)cc(C)cc1C)CO2 (centres undefined) returned FLuc modulator 3%.
`Cc1oc2ccc(O)c(CN3CCCCC3C)c2c1C(=O)Nc1ccccc1` (centres undefined) gave FLuc modulator 4%.
Cc1ccc(-n2nnnc2CNC(=O)c2ccccc2)cc1C was read as FLuc modulator -2%.
`COc1ccc(-c2[nH]ncc2C(=O)NCc2cccc(F)c2)cc1` gave FLuc modulator 3%.
`CC(C)CCNC(=O)c1ccc2c(c1)NC(=O)C(C(C)C)N2` (centres undefined) gave FLuc modulator -6%.
For CC(C)Cc1nn2cc(-c3cccc(Br)c3)nc2s1 the results were FLuc modulator 0.43µM*.
Screening O=C(Nc1nc2ccc(F)cc2s1)c1nc(S(=O)(=O)Cc2ccccc2)ncc1Cl returned FLuc modulator inconclusive.
`O=C(Nc1noc2ccccc12)c1c(F)cccc1F` gave FLuc modulator 7.6µM*.
Screening Cc1ccc(Cl)cc1N1CCN(C(=O)Cc2c(C(=O)O)c(C)cn2C)CC1 returned FLuc modulator inconclusive.
CCOc1ccc(-c2nc3c(c(SCC(=O)N4CCCCC4)n2)Cc2cc(C)ccc2O3)cc1 was read as FLuc modulator 1%.
For CCc1cccc(C)c1NC(=O)CSc1nnc(N)s1 the results were FLuc modulator 2%.
COc1cc2c(cc1OC)C(COc1ccccc1OC)N(C(=O)c1ccc(S(=O)(=O)N3CCCC3)cc1)CC2 (centres undefined) was read as FLuc modulator -1%.
For CN(C(=O)c1cc2c(=O)n3ccccc3nc2n1C)c1ccccc1 the results were FLuc modulator 2%.
O=C(NCCc1csc2nc(-c3ccc(F)cc3)nn12)c1cccc(C(F)(F)F)c1 was read as FLuc modulator -16%.
CC(C)CC1Nc2ccc(C(=O)NCCCOC(C)C)cc2NC1=O (centres undefined) was read as FLuc modulator 1%.
For COc1ccc(-c2nc3sc(CCNC(=O)C(=O)Nc4cccc(NC(C)=O)c4)c(C)n3n2)cc1 the results were FLuc modulator 5%.
Screening Fc1ccccc1-n1ncc2c1ncn1nc(-c3ccccc3Cl)nc21 returned FLuc modulator 0.95µM*.
`CCOc1ccccc1NC(=O)CC1C(=O)NCCN1C(=O)c1ccc(F)cc1` (centres undefined) gave FLuc modulator 2%.
Screening CCc1ccc(S(=O)(=O)c2nnn3c2nc(Nc2cc(OC)cc(OC)c2)c2cc(Cl)ccc23)cc1 returned FLuc modulator 4%.
`Cc1ccc2nc(CN3CCN(C(=O)Nc4cccc(C)c4C)CC3)oc2c1` gave FLuc modulator 0%.
`COc1ccccc1NC(=O)C1=C(C)Nc2nc(SCc3ccccc3Cl)nn2C1c1ccccn1` (centres undefined) gave FLuc modulator 0%.
Screening Cc1c(Cl)cccc1NC(=O)CSc1ncccc1C(=O)Oc1ccccc1Cl returned FLuc modulator -11%.
CCn1c(=O)c2sccc2n2c(CCC(=O)NCc3ccc(Cl)cc3)nnc12 was read as FLuc modulator -1%.
Screening CCc1ccccc1NC(=O)c1ccc2c(c1)N(Cc1cccc(Cl)c1)C(=O)c1ccccc1S2(=O)=O returned FLuc modulator -3%.
Screening Cc1ccc(-c2noc(-c3cccnc3N(C)Cc3ccc(Cl)cc3)n2)cc1 returned FLuc modulator 0%.
`CC(C)NS(=O)(=O)c1ccc(OCC(=O)N2CCN(c3cccc(Cl)c3)CC2)cc1` gave FLuc modulator -7%.
Screening COc1ccccc1C(=O)N1CCCCC1CCN1CCOCC1 (centres undefined) returned FLuc modulator 0%.
Nc1nonc1C(=O)NCCNCc1ccccc1F was read as FLuc modulator 0%.
Screening COc1ccc(CNC(=O)c2ccc(NC(=O)N3CCSc4ncccc43)cc2)c(OC)c1 returned FLuc modulator -9%.
Screening CSc1ccc(CCNC(=O)CN2C(=O)COc3ccc(S(=O)(=O)N4CCCCCC4)cc32)cc1 returned FLuc modulator -15%.
O=C(Nc1ccc(F)cc1F)c1cc2c(=O)n3ccccc3nc2s1 was read as FLuc modulator -6%.
Screening Cc1cc(CN2CCN(c3ccccc3F)CC2)cs1 returned FLuc modulator -7%.
For COc1ccc(NC(=O)C(C)n2nnc3sc(-c4ccccc4)cc3c2=O)cc1Cl (centres undefined) the results were FLuc modulator 6µM*.
Cc1ccc(CN2CCc3nc(Nc4ccc5c(c4)OCCO5)ncc3C2)cc1 was read as FLuc modulator inconclusive.
Screening COc1ccc(-c2cc(C(=O)NC(C)c3ccccc3)c3cc(C(C)C)ccc3n2)cc1 (centres undefined) returned FLuc modulator 3%.
Screening Cc1ccc(NC(=O)CSc2nc3ccccc3nc2Cc2ccccc2)c(Cl)c1 returned FLuc modulator -9%.
`COc1ccc(NC(=O)CSC2=Nc3ccccc3C3=NC(CCC(=O)NCc4cccs4)C(=O)N23)cc1` (centres undefined) gave FLuc modulator -5%.
Cc1ccc(Cn2cnc3nc4c(cc3c2=O)CC(C)CC4)cc1 (centres undefined) was read as FLuc modulator 12µM*.
CCOC(=O)c1ccccc1NC(=O)Cc1c(C(=O)O)c(C)cn1C was read as FLuc modulator -16%.
`CCc1ccc(C2=C(C)C(N3CCC(C(=O)NCCc4ccco4)CC3)=NS2(=O)=O)cc1` gave FLuc modulator -1%.
`CCc1ccc(-n2c(=O)c3cccnc3n2CC(=O)Nc2cc(OC)ccc2OC)cc1` gave FLuc modulator -1%.
Screening COc1cccc(N2CCN(C(=O)c3cc4c(=O)n(Cc5ccco5)ccc4nc3C)CC2)c1 returned FLuc modulator 3%.

The last six records of the part above are carried over, then new ones follow.
`COc1ccc(NC(=O)CSC2=Nc3ccccc3C3=NC(CCC(=O)NCc4cccs4)C(=O)N23)cc1` (centres undefined) gave FLuc modulator -5%.
Cc1ccc(Cn2cnc3nc4c(cc3c2=O)CC(C)CC4)cc1 (centres undefined) was read as FLuc modulator 12µM*.
CCOC(=O)c1ccccc1NC(=O)Cc1c(C(=O)O)c(C)cn1C was read as FLuc modulator -16%.
`CCc1ccc(C2=C(C)C(N3CCC(C(=O)NCCc4ccco4)CC3)=NS2(=O)=O)cc1` gave FLuc modulator -1%.
`CCc1ccc(-n2c(=O)c3cccnc3n2CC(=O)Nc2cc(OC)ccc2OC)cc1` gave FLuc modulator -1%.
Screening COc1cccc(N2CCN(C(=O)c3cc4c(=O)n(Cc5ccco5)ccc4nc3C)CC2)c1 returned FLuc modulator 3%.
`COc1ccc(CNC(=O)c2ccc(Cn3c(=O)c4cccn4c4cccnc43)cc2)c(OC)c1` gave FLuc modulator 3%.
Screening COc1ccc(CNC(=O)CCc2c(C)nn(-c3ccc(N4CCCCC4)nn3)c2C)cc1 returned FLuc modulator -19%.
Screening O=C(NCc1ccccc1Cl)c1ccc2c(c1)N(Cc1ccccc1)CCS2 returned FLuc modulator 7%.
Cc1ccc(Nc2c(-c3ccc(N4CCOCC4)cc3)nc3cccc(C)n23)cc1 was read as FLuc modulator inconclusive.
`Cc1nc2c(-c3ccccc3)c(C)[nH]n2c(=O)c1Cc1ccc(C(C)C)cc1` gave FLuc modulator -1%.
`Cc1ccccc1NC(=O)c1c(C)oc2ccc(O)c(CN3CCCCCC3)c12` gave FLuc modulator -4%.
COc1cccc(NC(=O)C2CCCN2S(=O)(=O)c2ccc3nc(-c4ccccc4)[nH]c3c2)c1 (centres undefined) was read as FLuc modulator inconclusive.
For COC(=O)c1cc2sc(C)cc2n1CC(=O)Nc1ccc(C)c(C)c1 the results were FLuc modulator -6%.
`Cc1ccc(NC(=O)Cn2cc3c(n2)CCC(C)C3)cc1C` (centres undefined) gave FLuc modulator 0%.
`Cn1c(SCC(=O)c2ccc(F)cc2)nnc1-c1ccccc1Br` gave FLuc modulator inconclusive.

A portion of the library (hit frequency here may not be typical).
